T cruzi growth: T. cruzi intracellular proliferation inhibitors, primary screen, cell-based, beta-gal Tulahuen parasites, NIH3T3 host, luminescence; T. cruzi beta-gal in NIH3T3, GalScreen luminescence, 90 h; AID 624255, 2012; 77,000 tested, 5.9% active; inhibition, % at 8.34 µM;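 active means mean inhibition above about 93%, with at least 55% of replicates each passing it, limit read from the data, passing the limit was not always enough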
C diff growth: C. difficile growth inhibitors, primary screen, HTS. Clostridium difficile clinical isolate growth, OD600, 24 h; active compounds read low. growth activity, negative = inhibition, % at 16 µg/mL (by protocol). 86,000 tested, 0.25% active;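 active means mean growth activity at or below -80% and every replicate also at or below -80%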;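 further: 0% = DMSO wells and -100% = levofloxacin 16 µg/mL wells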
KDM4C inh: inhibitors of GASC-1 (KDM4C) histone demethylase, primary screen, biochemical, single concentration HTS | GST-KDM4C 2-372, H3K9me3 peptide, LANCE TR-FRET | Lysine-specific demethylase 4C (Homo sapiens), Q9H3R0 | inhibition, % at 12.5 µM | 96,000 tested, 0.15% active;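 active means mean replicate inhibition above about 25%, with at least 55% of replicates also reaching it, limit read from the data, passing the limit was not always enough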
Target sequence (Q9H3R0 2-372 limits assumed): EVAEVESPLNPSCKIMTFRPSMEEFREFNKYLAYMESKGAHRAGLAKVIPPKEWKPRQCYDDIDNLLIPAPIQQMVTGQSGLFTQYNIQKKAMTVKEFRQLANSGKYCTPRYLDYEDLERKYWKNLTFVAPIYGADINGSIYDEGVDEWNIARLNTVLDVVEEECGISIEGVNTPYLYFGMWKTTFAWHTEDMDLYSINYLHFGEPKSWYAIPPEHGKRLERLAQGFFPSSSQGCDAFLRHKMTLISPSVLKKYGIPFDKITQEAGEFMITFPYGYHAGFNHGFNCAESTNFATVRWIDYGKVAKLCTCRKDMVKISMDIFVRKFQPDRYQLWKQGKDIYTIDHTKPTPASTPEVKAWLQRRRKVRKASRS
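Test system – GST-tagged GASC-1 (JMJD2C) catalytic fragment, aa 2-372 · Medium – HEPES buffer, pH 7.5, plus ascorbate · Reagent – H3K9me3 peptide with Fe(II)/2OG · Compound – one test concentration per compound · Timing – 30 min reaction, 60 min detection, RT · Technique – TR-FRET with Eu antibody and ULight streptavidin, EDTA stop · Read-out basis – inhibition from TR-FRET ratio decrease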
Pf Dd2 growth: P. falciparum Dd2 growth inhibitors, primary screen, SYBR Green fluorescence, single dose replicates; 72 h; active compounds read low; activity change, % at 10 µM; 94,000 tested, 2.3% active; AID 1159554, 2015; in the data active means activity change below about -80%
Starred values were filed as active, the others as inactive; nt = no result given; & = joins results of further samples.

Each structure is followed by: T cruzi growth | C diff growth | KDM4C inh | Pf Dd2 growth
> C[C@@H]1CN([C@@H](C)CO)C(=O)c2cc(NS(=O)(=O)c3cn(C)cn3)ccc2O[C@@H](C)CCCCO[C@H]1CN(C)Cc1ccncc1
  -142 | 6 | 18 | 53
> C[C@@H]1CN([C@@H](C)CO)C(=O)c2cc(NC(=O)Nc3ccc4c(c3)OCO4)ccc2O[C@H]1CN(C)C(=O)Nc1ccc(C(F)(F)F)cc1
  -60 | -3 | 0.0 | -5
> COc1ccc(NC(=O)Nc2ccc3c(c2)C(=O)N([C@H](C)CO)C[C@@H](C)[C@H](CN(C)Cc2ccc(C(F)(F)F)cc2)O3)cc1
  -11 | -1 | 11 | 10
> C[C@H]1CN([C@@H](C)CO)C(=O)Cc2cc(NC(=O)C3CC3)ccc2O[C@@H]1CN(C)C(=O)Nc1ccc(C(F)(F)F)cc1
  43 | 0 | 0.4 | 1
> Cc1ccc(S(=O)(=O)Nc2ccc3c(c2)C(=O)N([C@@H](C)CO)C[C@@H](C)[C@@H](CN(C)C(=O)NC2CCCCC2)OCCCC[C@H](C)O3)cc1
  70 | -8 | nt | -17
> COc1ccccc1S(=O)(=O)N(C)C[C@H]1OCc2ccccc2-c2ccccc2C(=O)N([C@H](C)CO)C[C@@H]1C
  32 | -2 | -0.2 | -38
> O=C(C[C@H]1C[C@@H]2c3cc(NC(=O)NC4CCCC4)ccc3O[C@@H]2[C@@H](CO)O1)NCCc1ccccc1
  nt | 7 | 3.0 | -9
> CC(C)CC#Cc1cnc2c(c1)C(=O)N([C@@H](C)CO)C[C@@H](C)[C@H](CN(C)C(=O)CN1CCOCC1)O2
  -5 | 2 | -0.3 | -3
> CCCC#Cc1ccc2c(c1)[C@@H]1[C@@H](CCN1S(=O)(=O)c1ccc(C)cc1)[C@@H](CO)N2C
  93 | -9 | -1.0 | -59
> COc1ccc(NC(=O)Nc2ccc3c(c2)C(=O)N([C@@H](C)CO)C[C@H](C)[C@H](CN(C)Cc2ccccc2)OCCCC[C@@H](C)O3)cc1
  89 | 7 | -0.8 | -56
> C[C@@H]1CN([C@@H](C)CO)C(=O)c2cc(-c3ccccc3F)cnc2O[C@H]1CN(C)C
  -77 | -3 | 0.7 | 26
> C[C@H](CO)N1C[C@H](C)[C@H](CN(C)C(=O)Nc2cccc3ccccc23)Oc2ccc(NC(=O)Nc3ccc(C(F)(F)F)cc3)cc2CC1=O
  27 | 1 | -0.2 | -15
> CCS(=O)(=O)N1[C@H](CO)[C@@H](c2ccc(C#CCC3CCCC3)cc2)[C@@H]1C#N
  85 | -23 | -0.9 | -56
> Cc1noc(C)c1NC(=O)Nc1ccc2c(c1)C(=O)N([C@@H](C)CO)C[C@H](C)[C@H](CN(C)C)OCCCC[C@@H](C)O2
  51 | 0 | 0.8 | 17
> Cc1noc(C)c1NC(=O)Nc1ccc2c(c1)C(=O)N([C@@H](C)CO)C[C@H](C)[C@H](CN(C)CC1CCCCC1)O2
  34 | 9 | -1.6 | 20
> C[C@H](CO)N1C[C@H](C)[C@H](CN(C)C(=O)Nc2ccc(F)cc2)OCCCC[C@H](C)Oc2ccc(NC(=O)CCC(F)(F)F)cc2C1=O
  31 | nt | -0.8 | -39
> C[C@@H]1CN([C@H](C)CO)C(=O)Cc2cc(NS(=O)(=O)c3cn(C)cn3)ccc2O[C@@H]1CN(C)CC1CC1
  -4 | 6 | 0.1 | -74
> C[C@@H]1CCCCO[C@H](CN(C)C(=O)Nc2cccc3ccccc23)[C@@H](C)CN([C@@H](C)CO)C(=O)c2cc(NC(=O)CCCN(C)C)ccc2O1
  -9 | 7 | 4.5 | -40
> COc1ccc(S(=O)(=O)N(C)C[C@H]2Oc3ccc(NC(=O)Cn4cnnn4)cc3CC(=O)N([C@H](C)CO)C[C@H]2C)cc1
  20 | -4 | -1.0 | 8
> CN(C)C(=O)C[C@H]1CC[C@@H](NC(=O)NC2CCCCC2)[C@@H](CO)O1
  nt | -2 | -1.1 | 8

Next section (two carried over from the part before).
Each structure is followed by: T cruzi growth | C diff growth | KDM4C inh | Pf Dd2 growth
> COc1ccc(S(=O)(=O)N(C)C[C@H]2Oc3ccc(NC(=O)Cn4cnnn4)cc3CC(=O)N([C@H](C)CO)C[C@H]2C)cc1
  20 | -4 | -1.0 | 8
> CN(C)C(=O)C[C@H]1CC[C@@H](NC(=O)NC2CCCCC2)[C@@H](CO)O1
  nt | -2 | -1.1 | 8
> O=C(C[C@H]1CC[C@H]2[C@@H](COC[C@@H](O)CN2S(=O)(=O)c2ccc(F)cc2)O1)NCC1CCCCC1
  -46 | -3&-8 | 0.1 | nt
> C[C@@H]1CN([C@H](C)CO)C(=O)c2cc(-c3ccncc3)cnc2O[C@H]1CN(C)C(=O)c1ccncc1
  -20 | 5 | 0.3 | 32
> COc1ccc(-c2ccccc2[C@H]2[C@@H](CO)N(C(=O)NC(C)C)[C@H]2C#N)cc1
  nt | 11 | -2.1 | 28
> COc1ccc(NC(=O)Nc2ccc3c(c2)C(=O)N([C@H](C)CO)C[C@H](C)[C@H](CN(C)S(=O)(=O)c2ccc(F)cc2)O3)cc1
  15 | -4 | -0.8 | 6
> CC(C)NC(=O)N(C)C[C@@H]1Oc2c(NS(=O)(=O)c3cccs3)cccc2C(=O)N([C@@H](C)CO)C[C@H]1C
  21 | 0 | -1.2 | 7
> C[C@@H]1CN([C@H](C)CO)C(=O)c2cc(NC(=O)CCCN(C)C)ccc2O[C@H]1CN(C)S(=O)(=O)c1cccs1
  98 | nt | 0.5 | 11
> COc1ccc(-c2ccc3c(c2)[C@@H]2[C@@H](CCN2C(=O)c2ccncc2)[C@@H](CO)N3C)cc1
  98* | -2 | 1.3 | 0
> C[C@@H]1CCCCO[C@@H](CN(C)C(=O)c2ccccc2)[C@@H](C)CN([C@@H](C)CO)C(=O)c2cc(NC(=O)Nc3ccccc3)ccc2O1
  nt | nt | -0.5 | -47
> C[C@@H]1CN([C@H](C)CO)C(=O)c2cc(NC(=O)Cc3ccccc3)ccc2O[C@@H]1CN(C)C(=O)Nc1ccc(F)cc1
  nt | -6&-8 | 0.6 | -6
> Cc1ccc(S(=O)(=O)N(C)C[C@H]2OCCCC[C@H](C)Oc3ccc(NC(=O)Nc4ccc(F)cc4)cc3C(=O)N([C@@H](C)CO)C[C@H]2C)cc1
  59 | nt | -1.5 | -82*
> COCC(=O)N1CCC2(CC1)CN(Cc1cccc(F)c1)[C@@H](CO)c1c2c2ccc(OC)cc2n1C
  nt | 7 | 0.7 | -50
> COc1ccc(NC(=O)N(C)C[C@H]2Oc3c(NS(=O)(=O)c4ccc(C)cc4)cccc3C(=O)N([C@@H](C)CO)C[C@H]2C)cc1
  nt | 5 | 0.6 | -61
> CN1C[C@@H](O)COC[C@H]2O[C@H](CC(=O)NC3CCCC3)CC[C@@H]21
  -29 | 1 | -0.9 | 6
> CCC(=O)N(C)C[C@@H]1Oc2ncc(C#Cc3ccc(OC)cc3)cc2C(=O)N([C@@H](C)CO)C[C@H]1C
  122 | 0 | -3.1 | -20
> COc1ccc(NC(=O)N(C)C[C@@H]2OCCCC[C@H](C)Oc3ccc(NS(=O)(=O)c4cn(C)cn4)cc3C(=O)N([C@H](C)CO)C[C@H]2C)cc1
  -15 | -5 | -2.7 | -2
> C[C@@H]1CN([C@H](C)CO)C(=O)c2cc(-c3ccc(F)cc3)cnc2O[C@@H]1CN(C)C(=O)C1CCC1
  nt | 1 | -1.1 | -35
> C[C@@H]1CN([C@@H](C)CO)C(=O)c2cc(Br)cnc2O[C@@H]1CN(C)CC1CCOCC1
  -115 | 1 | nt | 19
> C[C@@H]1CN([C@@H](C)CO)C(=O)c2cc(NS(=O)(=O)c3cccs3)ccc2O[C@@H](C)CCCCO[C@@H]1CN(C)C
  -7 | -3 | -0.2 | 8
> COc1cccc(S(=O)(=O)Nc2ccc3c(c2)C(=O)N(C)[C@@H]2CC[C@H](CC(=O)NCC4CCCCC4)O[C@H]2CO3)c1
  -4 | 21 | 3.1 | -10
> Cc1ccc(S(=O)(=O)Nc2ccc3c(c2)C(=O)N([C@H](C)CO)C[C@H](C)[C@@H](CN(C)CC2CCCCC2)O3)cc1
  -18 | -1 | -1.6 | 0

Each structure is followed by: T cruzi growth | C diff growth | KDM4C inh | Pf Dd2 growth
> C[C@H](CO)N1C[C@H](C)[C@H](CN(C)C)OCCCC[C@H](C)Oc2ccc(NC(=O)Nc3ccccc3)cc2C1=O
  38 | 3 | -1.8 | 10
> O=C(NCC1CC1)[C@H]1[C@H](CO)[C@H]2Cn3c(ccc(-c4ccccc4)c3=O)[C@H]2N1Cc1cocn1
  98* | -3 | 8.4 | -12
> CO[C@H]1CN(C)C(=O)c2cc(C#N)ccc2OC[C@@H]2O[C@@H](CC[C@H]2OC)CCN(C)C(=O)[C@H]1C
  -33 | nt | 0.9 | 14
> CO[C@@H]1CN(C)C(=O)c2ccc(NS(C)(=O)=O)cc2OC[C@H](C)N(Cc2cccnc2)C[C@H]1C
  nt | 0 | 0.0 | 8
> CO[C@H]1CN(C)C(=O)c2cc(NS(=O)(=O)CC(F)(F)F)ccc2OC[C@H](C)N(CCC(F)(F)F)C[C@@H]1C
  1 | nt | 0.1 | -9
> C[C@H](CO)N1C[C@H](C)[C@@H](CN(C)C(=O)NC2CCCCC2)OCCCC[C@H](C)Oc2ccc(NS(=O)(=O)c3ccc(F)cc3)cc2C1=O
  20 | -9 | -0.3 | 4
> C[C@H]1CN([C@@H](C)CO)C(=O)c2cccc(NC(=O)C3CCOCC3)c2O[C@H]1CN(C)C(=O)Nc1ccc2c(c1)OCO2
  28 | 7 | 1.8 | -4
> COc1ccccc1NC(=O)Nc1ccc2c(c1)C(=O)N(C)C[C@@H](OC)[C@H](C)CN(Cc1ccccc1Cl)[C@H](C)CO2
  109* | 0 | 1.2 | -67
> CO[C@H]1CN(C)C(=O)c2ccc(NC(=O)c3ccccc3)cc2OC[C@@H](C)N(CC2CC2)C[C@@H]1C
  -26 | nt | 0.7 | -27
> COc1ccc(CN(C)C[C@H]2Oc3ccc(N(C)C)cc3CC(=O)N([C@H](C)CO)C[C@H]2C)cc1
  nt | -6 | -0.2 | -1
> C[C@@H]1CN([C@@H](C)CO)C(=O)Cc2cc(NC(=O)CCCN(C)C)ccc2O[C@H]1CN(C)S(=O)(=O)c1ccccc1
  18 | 4 | 0.0 | -20
> C[C@@H]1CN([C@H](C)CO)S(=O)(=O)c2ccc(C3=CCCCC3)cc2O[C@@H]1CN(C)Cc1ccccc1
  125* | 1 | -0.7 | -62
> CCCC(=O)Nc1ccc2c(c1)C(=O)N(C)[C@@H]1CC[C@@H](CC(=O)NCC(F)(F)F)O[C@@H]1CO2
  2 | -3 | 3.0 | 1
> CO[C@H]1CN(C)C(=O)c2cc(NC(=O)CC(F)(F)F)ccc2OC[C@@H](C)N(C(=O)c2ccccc2F)C[C@@H]1C
  nt | -4 | -0.2 | 37
> CCC(=O)N1CC(=O)N2[C@H](CO)[C@@H](c3ccc(-c4ccc(C#N)cc4)cc3)[C@H]2C1
  nt | -11 | -1.9 | 11
> CC(C)NC(=O)N(C)C[C@@H]1OCc2cn(nn2)CCCC(=O)N([C@@H](C)CO)C[C@@H]1C
  57 | -4 | 0.6 | 9
> CCC(=O)N1[C@H](CO)[C@@H](c2ccccc2)C12CN(C(=O)c1ccncc1)C2
  nt | 0 | 1.4 | -27

Of the compounds above, these have a CF3 group.
Each structure is followed by: T cruzi growth | C diff growth | KDM4C inh | Pf Dd2 growth
> C[C@@H]1CN([C@@H](C)CO)C(=O)c2cc(NC(=O)Nc3ccc4c(c3)OCO4)ccc2O[C@H]1CN(C)C(=O)Nc1ccc(C(F)(F)F)cc1
  -60 | -3 | 0.0 | -5
> COc1ccc(NC(=O)Nc2ccc3c(c2)C(=O)N([C@H](C)CO)C[C@@H](C)[C@H](CN(C)Cc2ccc(C(F)(F)F)cc2)O3)cc1
  -11 | -1 | 11 | 10
> C[C@H]1CN([C@@H](C)CO)C(=O)Cc2cc(NC(=O)C3CC3)ccc2O[C@@H]1CN(C)C(=O)Nc1ccc(C(F)(F)F)cc1
  43 | 0 | 0.4 | 1
> C[C@H](CO)N1C[C@H](C)[C@H](CN(C)C(=O)Nc2cccc3ccccc23)Oc2ccc(NC(=O)Nc3ccc(C(F)(F)F)cc3)cc2CC1=O
  27 | 1 | -0.2 | -15
> C[C@H](CO)N1C[C@H](C)[C@H](CN(C)C(=O)Nc2ccc(F)cc2)OCCCC[C@H](C)Oc2ccc(NC(=O)CCC(F)(F)F)cc2C1=O
  31 | nt | -0.8 | -39
> CO[C@H]1CN(C)C(=O)c2cc(NS(=O)(=O)CC(F)(F)F)ccc2OC[C@H](C)N(CCC(F)(F)F)C[C@@H]1C
  1 | nt | 0.1 | -9
> CCCC(=O)Nc1ccc2c(c1)C(=O)N(C)[C@@H]1CC[C@@H](CC(=O)NCC(F)(F)F)O[C@@H]1CO2
  2 | -3 | 3.0 | 1
> CO[C@H]1CN(C)C(=O)c2cc(NC(=O)CC(F)(F)F)ccc2OC[C@@H](C)N(C(=O)c2ccccc2F)C[C@@H]1C
  nt | -4 | -0.2 | 37

Screening data from PubChem.
